LDHA block: inhibitors of human lactate dehydrogenase A | activity change, % (values are at about 110 or 230 µM) | purified LDHA, NADH/diaphorase-resazurin fluorescence; hits give low values | P00338 | actives 0.15% (n = 480,000) | AID 1347041; in the data active means activity change below about -30%; inconclusive means mostly about -25% to -30%;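 further: plate controls were DMSO wells for no effect and wells without enzyme for full effect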
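Resorufin fluorescence (ex540/em590), read at 0 and 20 min after diaphorase/resazurin addition, reports the NADH left after a 5 min room-temperature reaction of 2 nM human LDH5 with 0.06 mM NADH and 0.2 mM pyruvate.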
RGS4 inhibitor: human RGS4 inhibition | Potency, µM (highest dose often 114 µM), for the others: top-dose activity change, negative = inhibition, usual class: inhibitors | Transcreener GDP fluorescence polarization, RGS4-accelerated GTP hydrolysis | P49798 | AID 504845 | actives 0.039% (n = 390,000); further: potency means the concentration at half of the fitted maximal effect; on the % scale 0 is the no-effect control and ±100 the full control effect; nearly all actives have a fitted effect of over 75% in size; some results filed as inactive show a strong effect at the top dose
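MLSMR compounds (23 nl, pin-transferred) preincubated 10 min at room temperature with a 500nM (2x) first reagent, then RGS4 at 900nM (2x) plus Transcreener GDP mix added; fluorescence polarization (620/688 nm) read before and after 90 min at 30 °C.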
Anesthetic bind: candidate novel general anesthetic via apoferritin binding. P02791. apoferritin/1-aminoanthracene competitive binding, fluorescence. Potency, µM (doses to about 77.5 µM), inactives show at the highest dose activity change, negative = displacement, most hits filed as inhibitors. actives 0.074% (n = 350,000). AID 485281; further: potency means the concentration at half of the fitted maximal effect; on the % scale 0 is the no-effect control and ±100 the full control effect; nearly all actives have a fitted effect of over 20% in size
Target sequence (P02791 2-175 limits assumed): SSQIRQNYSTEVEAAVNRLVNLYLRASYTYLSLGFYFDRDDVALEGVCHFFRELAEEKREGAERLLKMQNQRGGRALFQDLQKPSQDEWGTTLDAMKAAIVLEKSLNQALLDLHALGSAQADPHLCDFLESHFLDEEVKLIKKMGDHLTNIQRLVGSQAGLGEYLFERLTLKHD
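Horse-spleen apoferritin (10 uM) in 50% saturated 1-aminoanthracene in PBS was incubated 10 min at room temperature with compound. Fluorescence (ex 380, em 535 nm) was normalized to free and bound 1-AMA, with concentration-response fitted by a four-parameter Hill equation.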
ERG-DNA inh: ERG Ets/DNA interaction inhibition; P11308; fluorescence polarization, His-ERG Ets domain / labelled DNA; Potency, µM (series often up to 76.9 µM), without a hit: top-dose FP activity, negative = inhibition, usual class: inhibitors; actives 0.028% (n = 370,000); AID 624246; active means well fitted inhibition curve with a large enough effect in the polarisation, with a control signal flat; inconclusive means small, poorly fitted or top-dose-only effect, or effect the other way, or a change in a side signal; inactive means no such curve, though single readings can be large or run the other way; the % refers to the polarisation;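 further: polarization taken with two DNA probes labelled with fluorescein and Texas red; potency means the concentration at half of the fitted maximal effect; % of control where 0% means no effect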
Target sequence (P11308 whole entry, looked up, the tested form may be a part): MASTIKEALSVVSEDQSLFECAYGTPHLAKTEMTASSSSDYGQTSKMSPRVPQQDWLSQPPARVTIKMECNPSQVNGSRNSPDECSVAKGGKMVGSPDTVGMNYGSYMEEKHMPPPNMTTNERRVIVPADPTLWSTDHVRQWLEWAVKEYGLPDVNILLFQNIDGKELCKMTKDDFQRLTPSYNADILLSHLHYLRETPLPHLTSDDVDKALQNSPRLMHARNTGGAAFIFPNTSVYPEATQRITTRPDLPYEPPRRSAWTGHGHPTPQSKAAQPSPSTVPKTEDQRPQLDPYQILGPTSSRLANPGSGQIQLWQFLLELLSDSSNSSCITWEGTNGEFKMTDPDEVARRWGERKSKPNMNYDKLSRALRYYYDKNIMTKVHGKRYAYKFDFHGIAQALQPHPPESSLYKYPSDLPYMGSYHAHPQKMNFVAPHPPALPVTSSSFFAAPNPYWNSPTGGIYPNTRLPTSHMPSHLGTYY
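His-tagged ERG Ets domain (1 uM in the protein solution; 300mM KCl, 50mM Tris-HCl, 1mM EDTA, 1mM DTT, pH 7.5) received compound, then a probe mix of 5 nM fluorescein-DNA and 100nM Texas-615-DNA. Fluorescence polarization was read for both dyes.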
ALOX12 inh: blocks human arachidonate 12S-lipoxygenase; P18054; purified 12hLO, xylenol orange hydroperoxide absorbance; Potency, µM (highest dose often 108 µM), without a hit: at the top dose activity change, negative = inhibition, usual class: inhibitors; actives 1.1% (n = 580,000); further: potency means the concentration at half of the fitted maximal effect; on the % scale 0 is the no-effect control and ±100 the full control effect
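Hydroperoxide product was detected by ferrous iron/xylenol orange as the 573 to 405 nm absorbance ratio. Arachidonic acid at 40 uM (final) was turned over for 30 min at room temperature by 150 nM human 12hLO, pH 7.0 Hepes buffer, after 15 min compound preincubation.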
APE1 inh: inhibitors of human APE1 endonuclease; Potency, µM (top dose mostly 65.8 µM), for the others: at the top dose activity change, negative = inhibition, actives largely listed as inhibitors; actives 0.35% (n = 350,000); recombinant APE1, TAMRA/BHQ-2 abasic DNA cleavage fluorescence;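 further: potency means the concentration at half of the fitted maximal effect; plate controls were vehicle for no effect and reference inhibitor for full effect; nearly all actives have a fitted effect of over 55% in size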
Target sequence (P27695 whole entry, looked up): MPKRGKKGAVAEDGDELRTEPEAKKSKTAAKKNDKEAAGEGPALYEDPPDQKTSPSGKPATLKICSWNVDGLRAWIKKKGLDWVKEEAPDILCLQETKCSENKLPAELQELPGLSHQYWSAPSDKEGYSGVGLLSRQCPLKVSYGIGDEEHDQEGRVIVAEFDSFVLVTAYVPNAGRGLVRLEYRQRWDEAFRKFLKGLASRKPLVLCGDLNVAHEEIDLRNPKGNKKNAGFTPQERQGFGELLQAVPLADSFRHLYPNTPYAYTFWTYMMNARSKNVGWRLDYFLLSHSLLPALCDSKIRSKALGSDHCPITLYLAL
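Enzyme (0.75 nM final) and test compound are incubated 15 min at room temperature before adding 50 nM quenched THF abasic-site duplex. Cleavage dequenches TAMRA, followed at 525/598 nm over three reads one minute apart.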
POLB inh: DNA polymerase beta (human) inhibition | P06746 | Pol beta primer extension/strand displacement, fluorescence kinetic | Potency, µM (titrated, usually from 114 µM), for inactives: at the top dose activity change, negative = inhibition, actives largely listed as inhibitors | actives 1.3% (n = 340,000); further: potency means the concentration at half of the fitted maximal effect; on the % scale 0 is the no-effect control and ±100 the full control effect
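Preincubation: enzyme (10 nM) with compound, 15 min, RT. Reaction: substrate added to 50 nM final. Reads: 0 and 10 min. Analysis: normalized, Hill fit.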
Pol kappa inh: DNA polymerase kappa (human) inhibition. purified Pol kappa, fluorescent DNA synthesis assay, 10 min. actives 0.53% (n = 400,000). Potency, µM (top dose mostly 107 µM), for inactives: at the highest dose activity, negative = inhibition, usual class: inhibitors. AID 588579; further: potency means the concentration at half of the fitted maximal effect; on the % scale 0 is the no-effect control and ±100 the full control effect
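Enzyme at 10 nM met test compounds for 15 min at room temperature. Substrate addition (50 nM final) began the reaction, which was monitored by fluorescence at 0 and 10 min.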
Pol eta inh: DNA polymerase eta (human) inhibition. AID 588591. Potency, µM (top dose mostly 114 µM), for inactives: top-dose activity change, negative = inhibition, most hits filed as inhibitors. recombinant Pol eta, fluorescent DNA replication assay. actives 1.2% (n = 390,000); further: potency means the concentration at half of the fitted maximal effect; on the % scale 0 is the no-effect control and ±100 the full control effect
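Pol eta (10 nM) was preincubated with compounds for 15 min at room temperature, after which fluorescent replication substrate (50 nM final) was added to start the reaction. Fluorescence was read kinetically at 0 and 10 min.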
An asterisk follows results filed as active; ? = inconclusive; / = no result given; & = joins results of further samples; [ ] = another dose, or the depositor's remark. Unless noted, the call rests on the fitted dose curve; in most records, active means well fitted curve in the direction sought with a large enough effect; inconclusive means small, poorly fitted or top-dose-only effect, or another doubt; inactive means no such curve, though single readings can be large; an effect the other way counts as inactive or inconclusive.

SMILES | LDHA block | RGS4 inhibitor | Anesthetic bind | ERG-DNA inh | ALOX12 inh | APE1 inh | POLB inh | Pol kappa inh | Pol eta inh
COc1ccc(S(=O)(=O)N2CCC(C(=O)NCCc3ccc4c(c3)OCO4)CC2)cc1 | -3 | 18% | -13% | -5% | -15% | 11% | -15% | -1% | -12%
COc1ccc(C(=O)C2CCCN(Cc3cccc4c3OCO4)C2)cc1OC (centres undefined) | -8 | -2% | -5% | -4% | -2% | -3% | 13% | -14% | -6%
Cc1ccc(S(=O)(=O)N2CCCCC2)cc1C(=O)N1C(C)CCCC1C (centres undefined) | -5 | 24% | / | / | -4% | 13% | / | -24% | -15%
Cc1c(NC(=O)CSc2ncnc3ccccc23)c(=O)n(-c2ccccc2)n1C | -11 | 8% | -11% | 0% | -6% | -3% | -9% | -22% | -10%
N=C1C(c2ccccc2)=C(O)CN1c1cccc(S(=O)(=O)N2CCOCC2)c1 | -2 | -36%[56.9 µM] | -9% | -1% | 2% | 4% | 7% | 1% | -10%
CCOC(=O)CNC(=O)Cn1cnc2c(nnn2-c2ccc(C)cc2)c1=O | -5 | -24% | -7% | 1% | 4% | -5% | 12% | -1% | -10%
N#Cc1cccc(-n2nnnc2-c2ccccn2)c1 | -6 | 22% | -3% | 7% | 7% | -6% | 6% | -2% | 13%
O=C(NC(=S)NNC(=O)c1ccccc1O)c1ccccc1 | 3 | -45% | 1% | -6% | 0% | -2% | 25% | 3% | -19%
Cc1cc(C(F)F)n2nc(C(=O)Nc3ccc(F)cc3F)nc2n1 | -3 | -5% | 6% | 1% | 59%[activator] | -4% | 20% | -26% | 10%
OCCNc1nc(C2CC2)nc2c1nnn2Cc1ccccc1Cl | -5 | -14% | -16% | -3% | -2% | 1% | 0% | 0% | -15%
Cn1c(-c2c(N)n(-c3ccccc3)c3nc4ccccc4nc23)nc2ccccc21 | 0 | 16% | 6% | 4% | -29% | 2% | -3% | -19% | -2%
CC(C)Nc1ncnc2c1nnn2Cc1ccccc1 | -4 | -4% | -17% | -4% | -24% | 5% | 17% | -2% | 8%
COc1cc(OC)c(C(=O)NC2CCCCCC2)cc1OC | 5 | -40% | 1% | -2% | 0% | 5% | 5% | 11% | -12%
O=C(OCC(=O)N1CCN(c2ccccc2)CC1)c1ccc(O)cc1O | 0 | 3% | 40%[activator] | -3% | -1% | 2% | 2% | 8% | -14%
COc1cc2c(cc1OC)C(SC)=NC(C)(C)C2 | -11 | ? | 43%[activator] | / | -3% | -3% | 4% | -5%[60.1 µM] | -2%
Cc1cnc2c(c1SCC(=O)NCc1ccc(F)cc1)c(=O)n(C)c(=O)n2C | 1&1 | 2% | -10% | -4% | ? | / | 25% | -5%[60.1 µM] | -20%
COc1ccc(NC(=O)c2ccc(COCC(F)(F)C(F)F)cc2)cc1OC | 1 | -2% | -4% | 14% | -13% | 3% | 8% | -6% | -23%
C1CC2CN(c3nc4nonc4nc3N3CCSCC3)CCN2C1 (centres undefined) | 7 | -2% | -11% | -12% | -12% | -5% | 47% | 3% | 0%
CC1CCCN(S(=O)(=O)c2ccc(NC(=O)C3CCN(C(=O)c4ccco4)CC3)cc2)C1 (centres undefined) | -10 | 6% | -16% | -19% | -9% | 12%[12.4 µM] | 0% | 3% | -18%
CCS(=O)(=O)Nc1ccc(Cc2ccc(NS(=O)(=O)CC)cc2)cc1 | -1 | 8% | ? | -17% | -21% | -4% | 0% | -4% | -1%
C[C@H](CO)N1C[C@H](C)[C@@H](CN(C)S(=O)(=O)c2cccs2)Oc2c(NS(=O)(=O)c3ccccc3)cccc2C1=O | 0 | -1% | / | -2% | ? | 9% | / | 17% | -8%
O=C(NCc1cccc(F)c1)c1ccc(CN2CC(=O)N3CCCCC3C2=O)cc1 (centres undefined) | -9 | -26% | -11% | -5% | -24% | / | -1% | -10% | -9%
CC(=O)c1ccc(N2CCN(C(=O)CCC(=O)Nc3ccc4nc(N5CCCCC5)cc(C)c4c3)CC2)cc1 | 4 | -8% | 5% | -1% | -8% | / | 2% | -7% | 1%
Cc1ccc(C2CC(c3cccs3)=NN2S(=O)(=O)c2ccc(C)cc2)cc1 (centres undefined) | 0 | 21% | ? | -3% | -13% | -2% | -21% | 5% | -8%
O=C(CSc1ccc(-c2ccccn2)nn1)c1ccccc1 | -2 | -24% | -17% | -8% | 6% | 1% | -22% | -8% | -6%
CCCCCC(=O)N/N=C/c1ccc([N+](=O)[O-])o1 | 20 | 5% | -19% | 5% | ? | -3% | 6% | -25% | -9%
O=C(N/N=C1\C(=O)c2cccc3cccc1c23)c1ccc(O)cc1 | -11 | 16% | 2% | 2% | 0% | 1% | 5.6µM* | -9% | ?
CCOc1cccc(CN2CCC(CCC(=O)NC3CC3)CC2)c1O | 4 | -31% | -7% | -14% | ? | 43%[activator] | 1% | 13% | -9%
COc1cccc(CSc2ccc(S(=O)(=O)N3CCOCC3)cc2C(=O)NCC2CCCO2)c1OC (centres undefined) | -4 | 36% | -16% | -4% | 50%[activator] | ? | 1% | -14% | 1%
CCn1cc(C(=O)NCCc2ccccc2)c(=O)c2cc(S(=O)(=O)N3CCCCCC3)ccc21 | -4 | 1% | -6% | 2% | -25% | / | 13% | -1% | ?
Nc1nonc1-n1nnc(C(=O)N/N=C/c2cccc(Cl)c2)c1CSc1ccccc1 | 3 | -18% | -2% | 3% | 198%[activator] | 0% | 17% | 1% | -23%
CC(=O)NCC1CCCN(C(=O)c2oc3c(F)cccc3c2C)C1 (centres undefined) | -2 | 5% | 0% | 0% | 4% | 42% | 0% | 7% | 4%
Cc1nc2c(cnn2-c2ccccc2Cl)c(=O)n1-c1ccc(N2CCC(C)CC2)cc1 | 6 | -4% | -10% | 6% | 98%[activator] | 2% | -25% | -1% | -17%
Cc1cc(Nc2ccc(F)cc2)nc(N)n1 | -5 | 12% | -17% | 1% | -1% | 0% | 33% | -14% | 0%
CC(=O)Nc1ccc(NC(=O)CSCc2cnn(-c3ccccc3)c2-n2cccc2)cc1 | -4 | ? | -15% | -1% | ? | -2% | 4% | -3% | -13%
Nc1nnnn1/N=C/c1ccccc1OCc1ccc(Cl)cc1 | 2 | 28% | 2% | 7% | -8% | 0% | -17% | -24% | 0%
Nc1ccccc1SC1CC(=O)N(c2ccc(Cl)c(Cl)c2)C1=O (centres undefined) | -7 | 11% | -9% | -2% | -7% | -2% | 8% | -18% | -10%
Cc1cccc(NS(=O)(=O)c2cccc(C(=O)Nc3cccc(C(=O)O)c3)c2)c1 | -3 | -9% | -3% | 8% | 1% | 19% | 39% | -6% | -2%
CCOC(=O)n1c(=O)oc2ccc(Cl)cc21 | 3 | 28% | -14% | 3% | -4% | -1% | 7% | -23% | 8%
COc1ccc(C(=O)OCC(=O)NC(C)CCc2ccccc2)cc1 (centres undefined) | -1 | 19% | 6% | -2% | -11% | -8% | 18% | -12% | -5%
Cc1ccc(C(=O)N2CCCC(N(C)Cc3ccccc3)C2)s1 (centres undefined) | 2 | -14% | -14% | 18% | 0% | -10% | 13% | 12% | ?
CC(C)CC1NC(=O)N(CC(=O)N2CCN(S(=O)(=O)c3ccc(Cl)cc3)CC2)C1=O (centres undefined) | 3 | -30% | -3% | 5% | 0% | 24% | -1% | 10% | -9%
CC[C@@H](C)C(NC(=O)OC(C)(C)C)c1cn([C@@H](CCC(=O)OC(C)(C)C)C(=O)N2CCN(C(=O)OC(C)(C)C)CC2)nn1 (some centres undefined) | -2 | -8% | -5% | -3% | ? | 23% | 32% | -11% | -22%
O=C1C=CC(=O)N1c1ccccc1N1C(=O)C=CC1=O | -9 | -137% | / | -8% | -9% | / | / | ? | ?
CCCCn1c(N)c(NCC)c(=O)[nH]c1=O | -7 | 22% | 0% | 1% | 48%[activator] | 0% | -17% | -13% | -16%
CSC(=NCCCN1CCOCC1)NS(=O)(=O)c1cccs1 | -3&-1 | -1%&-17% | -8% | 4%&-3% | -15% | 19% | 7% | 6%&4% | -6%&-5%
COc1ccc(COC(=O)c2c(C)nn(-c3ccccc3)c2Cl)cc1 | -4 | 8% | 3% | -9% | -4% | -1% | -20% | -1% | -11%
OC(CNCCc1ccc(Cl)cc1)COc1cc(Cl)ccc1Cl (centres undefined) | -1 | 21% | 3% | 5% | 0% | 4% | -13% | 6% | -13%
Cc1ccc(CCNC(=O)C2CCN(S(=O)(=O)c3ccc4c(ccn4C)c3)CC2)cc1 | 3 | -3% | 27% | -1% | -28% | / | -2% | 2%[60.1 µM] | -16%
O=C1NC2=C(CCc3ccccc32)C(c2ccccc2)N1 (centres undefined) | -1 | 1% | -6% | 7% | ? | 4% | 36% | -6% | 1%

Complete entries, quoted from the list. Values in the order: LDHA block | RGS4 inhibitor | Anesthetic bind | ERG-DNA inh | ALOX12 inh | APE1 inh | POLB inh | Pol kappa inh | Pol eta inh
Profile of OC(CNCCc1ccc(Cl)cc1)COc1cc(Cl)ccc1Cl (centres undefined) : -1 | 21% | 3% | 5% | 0% | 4% | -13% | 6% | -13%
Profile of COc1ccc(COC(=O)c2c(C)nn(-c3ccccc3)c2Cl)cc1 : -4 | 8% | 3% | -9% | -4% | -1% | -20% | -1% | -11%

Screening data (PubChem BioAssay)

An excerpt, so the mix of outcomes need not match the whole.
